Bioassay records: PubChem, several laboratories
STAT3 blocker = IL-6 driven STAT3 reporter inhibitors, primary screen, U3A cells, luciferase, luminescence, MLSCN library. IL-6 STAT3-luciferase reporter; host cell line lacks STAT1. inhibition, % at 5.5 µM. 190,000 compounds, 0.89% hits. AID 862, 2007;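 active = inhibition above the mean inhibition across all screened compounds plus 3 SD, cut at about 44% in these data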;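 also: 0% = DMSO only wells and 100% = 100 µM nifuroxazide control wells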
SRC2 TRFRET art = TR-FRET signal artefacts, primary screen, artefact control for PPARgamma SRC-2 agonist project, biochemical; TR-FRET artefact counter-screen; active compounds read high; TR-FRET ratio at 8 µM; 200,000 compounds, 0.4% hits; AID 1049, 2008; in the data active = TR-FRET ratio above about 2000; also: inactives centre near 1500
PPARg SRC-2 ag = agonists of PPARg-SRC-2 recruitment, primary screen, biochemical, HTS; AID 1032, 2008; 200,000 compounds, 0.34% hits; PPARgamma LBD-SRC-2 recruitment; activation, % at 8 µM; in the data active = activation above about 22%;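 also: 0% = vehicle and 100% = reference agonist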
bIAP activator = bovine intestinal alkaline phosphatase activators, primary screen, biochemical, bovine IAP, CDP-star luminescence. alkaline phosphatase, intestinal [Bos taurus]. purified bovine IAP, 30 min; active compounds read high; fold of DMSO-control signal, blank-subtracted. activation factor at 20 µM. 200,000 compounds, 0.17% hits;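 active = activation factor of 2 or more at 20 µM, a signal rise over negative controls twice the positive control's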
PPARg SRC-1 ag = PPARgamma agonists recruiting SRC-1 coactivator, primary screen, biochemical | Peroxisome proliferator-activated receptor gamma (Homo sapiens), P37231 | PPARgamma-SRC-1 coactivator recruitment biochemical assay | activation, % at 8 µM | 200,000 compounds, 0.41% hits | AID 631, 2007; in the data active = activation above about 19%;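 also: 0% = DMSO and 100% = reference agonist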
STAT1 inh = STAT1 signaling inhibitors, primary screen, cell-based, HTS, luciferase reporter. NIH 3T3 STAT1-luciferase reporter, IFN-gamma, luminescence. inhibition, % at 5.5 µM. 200,000 compounds, 0.35% hits;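 active = inhibition above a set limit, the mean inhibition across all tested compounds plus 3 SD, cut at about 34% in these data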;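 also: 0% = IFN-gamma with DMSO and 100% = IFN-gamma with 300 µM nifuroxazide; values of inactives mirror those of a sister screen read the other way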
PPARg SRC-3 ag = PPARgamma agonists recruiting SRC-3 coactivator, primary screen, biochemical; activation, % at 8 µM; AID 731, 2007; biochemical PPARgamma/SRC-3 coactivator recruitment assay; Peroxisome proliferator-activated receptor gamma (Homo sapiens), P37231; 200,000 compounds, 0.26% hits; in the data active = activation above about 23%;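 also: 0% = DMSO and 100% = reference agonist; some compounds past the cut are filed as inactive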
STAT3 activator = IL-6 driven STAT3 reporter potentiators, primary screen, U3A cells, luciferase, luminescence, MLSCN library | IL-6 STAT3-luciferase reporter; 100% = signal with IL-6 EC80 alone | activation (% of control), % at 5.6 µM | 190,000 compounds, 0.91% hits;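 active = activation above the screen-wide mean of compound activation plus 3 SD, cut at about 130% in these data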;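 also: 0% = background luminescence of wells with medium and substrate only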
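Material: human U3A cells carrying STAT3-luciferase construct. Measured by: reporter luminescence signal. Timing: compound 1 h, then IL-6 6 h at 37 °C.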
ROMK primary = ROMK potassium channel modulators, primary screen, cell-based, thallium flux, MLSMR library | AID 1918, 2009 | B-score at 10 µM | 130,000 compounds, 2% hits | Tet-inducible ROMK, thallium flux fluorescence; actives lie on both sides | ATP-sensitive inward rectifier potassium channel 1 (Homo sapiens), P48048;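 active = signal ratio slope over the read window, or its plate-corrected B-score, at least 3 SD from the plate mean, either direction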;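 also: B-score of the F/F0 ratio slope over 7 to 12 s after thallium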
Target sequence (P48048 whole entry, looked up): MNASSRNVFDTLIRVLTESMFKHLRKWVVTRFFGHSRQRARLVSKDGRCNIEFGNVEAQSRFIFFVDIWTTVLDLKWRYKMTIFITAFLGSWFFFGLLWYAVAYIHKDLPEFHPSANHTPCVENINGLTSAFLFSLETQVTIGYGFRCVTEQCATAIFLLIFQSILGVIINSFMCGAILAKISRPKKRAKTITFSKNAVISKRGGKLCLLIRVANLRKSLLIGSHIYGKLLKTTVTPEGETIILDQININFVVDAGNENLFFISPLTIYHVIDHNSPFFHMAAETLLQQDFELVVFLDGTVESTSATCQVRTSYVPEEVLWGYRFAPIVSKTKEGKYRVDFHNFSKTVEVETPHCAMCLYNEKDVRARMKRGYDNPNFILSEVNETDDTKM
bIAP inhibitor = bovine intestinal alkaline phosphatase inhibitors, primary screen, selectivity assay for TNAP inhibitor project, biochemical, bovine IAP, CDP-star luminescence. purified bovine IAP, 30 min. inhibition, % at 20 µM. 190,000 tested, under 10 active. AID 1019, 2008;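 active = over 50% inhibition of intestinal alkaline phosphatase at 20 µM in the single-dose screen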
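Incubation: 30 min reaction at room temperature / Material: purified bovine intestinal alkaline phosphatase (IAP) enzyme / Input: enzyme at 1/65,000,000 dilution / Dosing: 20 µM single dose / Signal: CDP-star luminescence signal / Reagent: CDP-star chemiluminescent phosphatase substrate, 30 µM final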
TNAP act hiacc = TNAP activators at high phosphate acceptor level, primary screen, biochemical, luminescence, uHTS. activation factor at 20 µM. Alkaline phosphatase, tissue-nonspecific isozyme (Homo sapiens), P05186. 200,000 tested, under 10 active. purified TNAP, CDP-star luminescence, 1 M DEA, 30 min; active compounds read high; 0 = EDTA background, 1 = DMSO-only activity;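 active = activation factor at least 2 at 20 µM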
Target sequence (P05186 whole entry, looked up): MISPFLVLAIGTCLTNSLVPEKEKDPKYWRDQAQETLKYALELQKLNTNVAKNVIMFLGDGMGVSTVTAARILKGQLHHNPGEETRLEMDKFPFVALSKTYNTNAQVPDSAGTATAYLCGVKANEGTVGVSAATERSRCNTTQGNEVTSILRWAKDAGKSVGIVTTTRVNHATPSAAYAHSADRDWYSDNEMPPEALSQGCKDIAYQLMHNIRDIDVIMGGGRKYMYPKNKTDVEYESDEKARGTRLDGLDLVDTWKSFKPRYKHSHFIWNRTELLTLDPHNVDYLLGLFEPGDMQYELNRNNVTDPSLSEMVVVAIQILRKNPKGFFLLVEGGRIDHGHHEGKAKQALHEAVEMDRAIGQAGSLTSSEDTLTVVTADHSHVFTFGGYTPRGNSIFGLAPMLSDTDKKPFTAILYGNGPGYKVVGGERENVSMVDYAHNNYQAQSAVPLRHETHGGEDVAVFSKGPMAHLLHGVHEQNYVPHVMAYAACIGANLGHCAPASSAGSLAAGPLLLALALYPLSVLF
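Measured by: Luminescent substrate turnover signal | Test system: Human TNAP | Input: TNAP 1/800 final | Dosing: 20 µM single point | Schedule: 30 min, room temperature | Controls: EDTA wells as negative control, DMSO wells as positive control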
Starred values were filed as active, the others as inactive; x = not tested or not shown.

entry	smiles	STAT3 blocker	SRC2 TRFRET art	PPARg SRC-2 ag	bIAP activator	PPARg SRC-1 ag	STAT1 inh	PPARg SRC-3 ag	STAT3 activator	ROMK primary	bIAP inhibitor	TNAP act hiacc
1	Cc1c(NC(=O)c2cccc(NC(=O)c3ccco3)c2)cccc1C(=O)O	-1.8	1569	-3.0	1	3.0	-1.5	-6.1	104.2	x	4.8	1
2	CC(=O)C1C(c2cccc(F)c2)NC(=O)NC1(O)C(F)(F)F (stereo unspecified)	-2.2	1433	-6.9	0.9	-9.1	8.5	-5.5	105.2	x	9.2	1.1
3	CC(=O)Nc1ccc(S(=O)(=O)N2CCN(C(=O)c3ccccc3F)CC2)cc1	9.3	1525	-4.1	0.8	4.2	6.7	-2.7	94.8	0.239	16.2	1
4	CCCNC(=O)CCc1c(C)nc2nc(-c3cc(OC)cc(OC)c3)nn2c1C	-5.5	1561	0.8	1.1	-1.2	6.3	3.1	104.5	0.608	-15.0	1
5	NC(=O)C1CCN(C(c2ccccc2)c2nnnn2C2CCCC2)CC1 (stereo unspecified)	-4.5	1582	13.4	0.9	-1.7	-0.1	10.8	106.5	-0.0861	13.9	1.1
6	COC(=O)C1CSc2[nH]c(=O)sc2C1c1ccc(OC)c(OC)c1 (stereo unspecified)	8.1	1464	4.2	0.9	3.9	3.5	-3.6	96.8	x	6.3	1
7	O=c1c(Cl)c(NCc2ccc(F)cc2)cnn1C12CC3CC(CC(C3)C1)C2	-5.8	1428	5.4	0.8	0.5	-2.7	-1.2	102.9	-0.329	18.5	1
8	O=S(=O)([N-]c1nc2ccccc2nc1-[n+]1ccc(-c2ccncc2)cc1)c1ccccc1	-7.7	1463	0.8	1	-6.1	-31.0	2.2	111.1	-1.18	-0.3	1
9	CC(C)[C@H]1CN(C)CCN1Cc1cn(C)nc1-c1cccc(Cl)c1	-0.5	1607	-5.9	0.9	5.2	-6.6	1.6	111.6	-0.309	5.1	1.1
10	Cc1ccc(S(=O)(=O)CC(=O)Nc2ccc(S(=O)(=O)Nc3onc(C)c3C)cc2)cc1	-0.2	1454	2.4	1	-3.0	-2.6	-0.6	99.8	x	3.9	1.1
11	CC(C)/C=C1\CCCCC1N(C)C(=O)NC(C)C (stereo unspecified)	2.5	1577	-6.3	0.9	5.2	2.1	-10.8	101.6	0.0334	8.6	1
12	Cc1ccc(-c2ccc(SCC(=O)N3CCc4ccccc43)nn2)cc1	-12.4	1671	5.8	0.9	9.5	-6.4	-4.3	105.9	x	14.7	1
13	CCN(N)C(=S)Nc1ccc(F)cc1	5.8	1619	6.3	1	7.6	-5.1	5.4	99.1	0.251	0.8	1.1
14	CCOCC(=O)Nc1c(C(=O)Nc2ccc3c(c2)OCCO3)oc2ccccc12	7.3	1567	5.4	1	-0.6	-59.9	-1.8	100.3	-0.991	-0.6	1
15	CC1CC1C(=O)Nc1nc(-c2ccccc2)cs1 (stereo unspecified)	16.1	1656	9.3	0.9	0.2	-4.6	-3.1	86.9	-0.089	7.8	1
16	COc1ccc(S(=O)(=O)N2CCCC2C(=O)Nc2nc3c(s2)CCCC3)cc1 (stereo unspecified)	6.5	1452	0.2	0.9	-4.9	4.9	-2.2	98.0	-0.158	7.6	1
17	Cc1cccc(Oc2ncnc3onc(C)c23)c1C	3.9	1478	4.2	1	-5.0	0.5	15.7	98.1	x	2.9	1
18	CNc1nc(SCc2ccccc2Cl)nc2c1CCCC2	23.5	1474	6.6	0.4	-3.5	5.7	-5.1	85.3	x	x	1
19	COc1ccc(CCC(=O)NCc2cnn(C)c2)cc1	2.1	1726	10.5	1	5.0	0.2	4.8	100.6	0.0463	3.3	1
20	O=C(N/N=C1\CC2CC=CC12)c1ccccc1Cl (stereo unspecified)	-0.3	1549	4.2	1.1	-4.8	-5.2	-4.2	104.2	-0.116	-9.2	1
21	Cc1ccc(OCC(=O)N2CCc3ccccc3C2)c([N+](=O)[O-])n1	1.8	1433	-3.4	0.8	2.2	6.7	-1.8	99.6	-0.41	15.5	1
22	Cc1ccc(-c2cc(C(=O)N/N=C/c3c(C)nn(C)c3C)c3ccccc3n2)cc1C	-30.8	1567	1.0	1	-1.9	-25.0	1.6	123.8	1.89	2.1	1.1
23	O=c1cc(-c2ccccc2Cl)oc2c([N+](=O)[O-])c(O)cc(O)c12	-30.3	1634	9.2	0.9	1.7	-11.4	1.6	123.0	-0.791	7.6	1
24	CNC(=S)N1CCC(n2cnc3ccccc32)CC1	4.4	1610	-1.9	1	1.8	-2.9	5.2	98.3	0.693	-4.1	1.1
25	CC(C)(C)NC(=O)C(=O)NNC(=O)c1ccccc1	12.4	1620	3.9	1.1	3.6	-2.8	8.4	94.9	x	-10.2	1
26	C=CCNC(=S)Nc1cccc2[nH]ncc12	4.3	1594	-2.6	1.1	2.7	-12.3	3.1	98.0	0.574	-13.6	1
27	CN1C(=O)C(CC(N)=O)N(NC(=O)c2ccc(Cl)cc2)C1=S (stereo unspecified)	-10.7	1609	1.9	1	2.8	-4.0	11.5	111.5	x	-0.8	1.1
28	Cc1cccc(N=Nc2c(C)nn(-c3ccccc3)c2N)c1C	17.3	1852	11.2	1	5.8	10.3	3.2	85.8	-0.0183	-3.6	0.9
29	CCc1cccc(OCCOCCN2CCCC2)c1	1.0	1571	3.3	1	9.7	10.7	3.6	100.5	x	2.9	1
30	Cc1cc(/C=C(\C#N)c2nnc(N3CCOCC3)n2-c2ccccc2)c(C)n1-c1ccccc1	16.7	1585	15.7	1	-1.9	-2.2	-0.4	88.4	-0.525	0.0	1

The last 2 compounds of the section before come first, to join the parts:
entry	smiles	STAT3 blocker	SRC2 TRFRET art	PPARg SRC-2 ag	bIAP activator	PPARg SRC-1 ag	STAT1 inh	PPARg SRC-3 ag	STAT3 activator	ROMK primary	bIAP inhibitor	TNAP act hiacc
29	CCc1cccc(OCCOCCN2CCCC2)c1	1.0	1571	3.3	1	9.7	10.7	3.6	100.5	x	2.9	1
30	Cc1cc(/C=C(\C#N)c2nnc(N3CCOCC3)n2-c2ccccc2)c(C)n1-c1ccccc1	16.7	1585	15.7	1	-1.9	-2.2	-0.4	88.4	-0.525	0.0	1
31	COc1ccc(-c2cc(=O)c3ccccc3s2)cc1	9.8	1505	-4.4	0.8	0.5	-86.3	0.5	96.0	x	20.0	1
32	COc1ccccc1N(CC(=O)Nc1ccc2c(c1)OCO2)S(=O)(=O)c1ccccc1	-14.9	1543	12.0	0.9	4.8	-9.4	8.2	113.3	-0.535	7.6	1
33	CCc1ccc(-n2nnnc2SCC(=O)NNC(=O)c2ccco2)cc1	-9.2	1506	-1.9	1.1	8.5	3.6	-5.7	107.6	x	-13.3	1.1
34	Cn1c(NC(=O)c2ccc(Cl)cc2)cc(=O)n(C)c1=O	10.5	1704	4.9	1.1	8.2	-6.3	9.7	94.9	2.49	-9.2	1
35	CCOc1cc(N2CCOCC2)c(OCC)cc1NC(=O)CN1CCC(Cc2ccccc2)CC1	-6.2	1529	7.3	0.9	-0.6	-4.2	2.2	108.6	-0.744	7.5	1.1
36	CCOc1cc(C(=O)Nc2cc(C)ccc2C)ccc1OCC(=O)N1CCCCC1	25.7	1662	5.2	0.9	2.8	0.9	-1.3	79.8	x	9.2	1
37	CCOC(=O)c1ccc(S(=O)(=O)N2CCN(C)CC2)cc1	-3.4	1315	-0.9	1	-9.4	-3.8	-14.7	107.1	x	3.1	1
38	COc1ccc(NC(=O)CSCc2ccc(C)cc2)cc1	17.8	1836	4.3	0.9	6.7	-8.7	5.6	88.9	-0.382	5.6	1.1
39	O=C(COc1ccc(S(=O)(=O)NC2CCCCC2)cc1)NC1CCCCC1	2.0	1549	2.8	1	3.8	8.8	7.5	99.2	x	1.1	1
40	CCOC(=O)c1cnc2ccc(OCC)cc2c1NCc1ccccc1	11.9	1555	1.5	1	-6.0	-10.2	2.1	89.7	0.115	-4.9	1
41	CCCOc1ccc2c3c(c(=O)oc2c1OCCC)CCCC3	10.6	1514	2.2	0.9	-0.8	-7.2	9.6	92.8	x	9.6	1.1
42	CC(Nc1ccc(Br)cn1)c1cc(Cl)ccc1O (stereo unspecified)	2.8	1617	36.6*	0.8	77.9*	8.0	51.8*	99.4	-0.252	23.1	1
43	CCCN(c1nc(C)cc(OC)n1)S(=O)(=O)c1ccccc1	7.4	1762	-2.1	0.9	7.3	12.8	4.5	95.9	x	12.4	1
44	CC(C)NC(=O)Cn1nc(C(F)(F)F)c2c1CCC2	-1.8	1350	-1.6	0.9	-2.0	0.6	-4.7	104.2	x	13.1	1.1
